Bioassay records (PubChem BioAssay)
A-T KAP1 phos: qHTS Assay for Identifying a Potential Treatment of Ataxia-Telangiectasia | […] A-T fibroblasts, KAP-1 phosphorylation AlphaLISA; neocarzinostatin DNA damage 30 min before lysis | Potency, µM (top dose mostly 57.5 µM), without a hit: at the highest dose activation, most hits filed as activators | 320,000 tested, 0.19% active | AID 485349, 2010; further: potency means the concentration at half of the fitted maximal effect; % of control where 0% means no effect; nearly all actives have a fitted effect of over 45% in size
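hTERT-immortalized A-T patient fibroblasts ([…]), 500 cells/well in OPTI-MEM, 1% FBS, got compounds for 60 min, then NCS for 30 min at 37C. Lysates were then assayed for phospho-KAP-1 by AlphaLISA (anti-pKAP1 donor, anti-KAP1 acceptor beads), 6 hr at 25C.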
TRPV1 agonist: HTS Assay for Compounds that Act as Agonists of the Vanilloid Receptor 1. AID 540275, 2011. Transient receptor potential cation channel subfamily V member 1 (Homo sapiens), Q8NER1. 320,000 tested, 0.19% active. TRPV1-expressing cells, Fluo-8 calcium influx, agonist mode. activation, % at 8.33 µM; in the data active means activation above about 80%; inconclusive means between about 30% and that limit; further: 0% is about no effect
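Cells expressing TRPV1 were dye-loaded with Fluo-8 and read kinetically: 10 s baseline, 3 min after compound (agonist portion), then 2 min after EC20 capsaicin (allosteric enhancer portion). Calcium-bound dye fluorescence at 480/520 nm.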
BRCA1 expr up: qHTS Assay to Identify Small Molecule Activators of BRCA1 Expression. MCF7-BRCA1-FFLuc reporter, luminescence, 48 h; response scale: scaled: vehicle 0%, 10 µM genistein 100%. Potency, µM (top dose mostly 46.1 µM), inactives show at the top dose activation, actives largely listed as activators. 380,000 tested, 1.1% active; further: potency means the concentration at half of the fitted maximal effect; nearly all actives have a fitted effect of over 80% in size; some results filed as inactive show a strong effect at the top dose
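Quantitative HTS in MCF7 cells stably reporting BRCA1 expression via firefly luciferase. Compound treatment lasts 48 h at 37 °C in phenol-red free MEM. Activation is expressed relative to genistein at 10 microM and DMSO.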
TSG101-PTAP inh: qHTS Assay for Iinhibitors of HIV-1 Budding by Blocking the Interaction of PTAP/TSG101 | Tumor susceptibility gene 101 protein (Homo sapiens), Q99816 | Fluorescence polarization, FITC-PTAP peptide / Tsg101 binding | Potency, µM (series often up to 115 µM), for the others: at the top dose activity change, negative = inhibition, usual class: inhibitors | 340,000 tested, under 10 active; active means well fitted inhibition curve with a large enough effect in the main read-out, with a control signal flat, not every such curve was filed as active; inconclusive means small, poorly fitted or top-dose-only effect, or effect the other way, or a change in a side signal; inactive means no such curve, though single readings can be large or run the other way; further: potency means the concentration at half of the fitted maximal effect; % of control where 0% means no effect
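Steps: Tsg101 binding domain dispensed (10 uM final), compounds pinned in DMSO, FITC-labeled PTAP-motif peptide added (50 nM final); after 20 min binding at room temperature, polarization measured.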
B2AR arrestin: qHTS assay of beta-arrestin-biased ligands of beta2-adrenergic receptor; Beta-2 adrenergic receptor (Homo sapiens), P07550; beta-arrestin recruitment to beta2AR, cell-based reporter; Potency, µM (doses to about 46.1 µM), inactives show at the highest dose activation, actives largely listed as activators; 330,000 tested, 0.02% active; AID 492947, 2010;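 further: potency means the concentration at half of the fitted maximal effect; 0% = DMSO controls and full agonism = EC100 isoproterenol or metaproterenol; nearly all actives have a fitted effect of over 65% in size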
TCR activator: Activators of T cell receptors: qHTS campaign; primary human leukocytes, anti-CD3, IL-2 HTRF, 48 h; Potency, µM (doses to about 9.22 µM), for the others: top-dose activation of IL-2 secretion, most hits filed as activators; 330,000 tested, under 10 active; AID 504894, 2011; further: % of control where 0% means no effect
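Human primary leukocytes + a-CD3 beads + cpd, 48 hr; IL-2 in supernatant by HTRF (ex 320nm / em 665nm). No co-stimulatory signal supplied.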
p53 reactivator: qHTS assay for re-activators of p53 using a Luc reporter. 320,000 tested, 0.063% active. H1299 p53-A138V BP100-luciferase reporter, luminescence, 24 h. AID 504706, 2011. Potency, µM (top dose mostly 92.2 µM), inactives show at the highest dose activity change, positive = activation, usual class: activators; further: potency means the concentration at half of the fitted maximal effect; % of control where 0% means no effect; nearly all actives have a fitted effect of over 45% in size
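p53-null H1299 cells stably carrying temperature-sensitive p53-A138V and a BP100-luciferase reporter were pinned with compounds (4-point, 1:5 series) and held 24 hrs at 37 deg C. Luminescence was read 10 min after detection reagent.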
MLL CXXC-DNA inh: qHTS Fluorescence Polarization Assay for Inhibitors of MLL CXXC domain - DNA interaction. Histone-lysine N-methyltransferase 2A (Homo sapiens), Q03164. MLL-CXXC / FITC-HOXA9 DNA fluorescence polarization. Potency, µM (series often up to 115 µM), for the others: at the highest dose activity change, negative = inhibition, most hits filed as inhibitors. 290,000 tested, 0.037% active. AID 2662, 2010; active means well fitted inhibition curve with a large enough effect in the polarisation, with a control signal flat, not every such curve was filed as active; inconclusive means small, poorly fitted or top-dose-only effect, or effect the other way, or a change in a side signal; inactive means no such curve, though single readings can be large or run the other way; the % refers to the polarisation; further: potency means the concentration at half of the fitted maximal effect
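Steps: dispense CXXC domain solution (7 uM) → pin compounds or unlabeled HOX-A9 DNA control → 5 min ambient → add FLSN-HOX-A9 solution (50 nM) → spin → 30 min ambient → fluorescence polarization. Tris pH 7.5/NaCl/DTT/BSA buffer.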
ELG1 DNA repair: qHTS screen for small molecules that inhibit ELG1-dependent DNA repair in human embryonic kidney (HEK293T) cells expressing luciferase-tagged ELG1. HEK293T ELG1-luciferase reporter, luminescence, 16 h; DNA damage induced by 5-fluorouridine. 330,000 tested, 2.3% active. Potency, µM (titrated, usually from 46.1 µM), inactives show at the top dose activity change, negative = inhibition, most hits filed as inhibitors. AID 504467, 2011; further: potency means the concentration at half of the fitted maximal effect; on the % scale 0 is the no-effect control and ±100 the full control effect; nearly all actives have a fitted effect of over 55% in size
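In this reporter screen, reduction of luminescence relative to DMSO vehicle indicated activity. Compounds and 5-fluorouridine were added together to 2,000 cells per well, incubated for 16 hr at 37 °C, then developed with ONE-Glo.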
a7 integrin act: qHTS for Activators of Integrin-Mediated Alleviation for Muscular Dystrophy; alpha7betagal myoblasts, beta-gal FDG fluorescence, 48 h; Potency, µM (top dose mostly 38.3 µM), inactives show at the top dose activation, hits mostly activators; 350,000 tested, 0.064% active; AID 624291, 2012;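 further: potency means the concentration at half of the fitted maximal effect; 100% = response of the positive control SU9516; nearly all actives have a fitted effect of over 60% in size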
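alpha7betagal+/- myoblasts (passage 13, 250/well) treated 48 h at 37C with compounds at 1:260 dilution of DMSO stock. Lysed, then beta-galactosidase activity read as FDG fluorescence (ex 480/em 540) after 30 min, with pre-read for autofluorescence.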
An asterisk follows results filed as active; [ ] = dose if it differs, or a comment. Unless noted, the call rests on the fitted dose curve; in most records, active means well fitted curve in the direction sought with a large enough effect; inconclusive means small, poorly fitted or top-dose-only effect, or another doubt; inactive means no such curve, though single readings can be large; an effect the other way counts as inactive or inconclusive.

For CCCN(C(=O)c1nc2nc(C)cc(C)n2n1)c1c(N)n(Cc2ccccc2)c(=O)[nH]c1=O the results were A-T KAP1 phos -5%, TRPV1 agonist 0, BRCA1 expr up -11%, TSG101-PTAP inh -8%, B2AR arrestin -0.1%, TCR activator -6%, p53 reactivator 3%, ELG1 DNA repair 7% and a7 integrin act -11%.
Screening Cc1nnc(SCC(=O)Nc2ccc(F)cc2)n(N)c1=O returned A-T KAP1 phos 1%, TRPV1 agonist -6, BRCA1 expr up 12%, TSG101-PTAP inh -2%, B2AR arrestin -1.0%, TCR activator 7%, p53 reactivator -6%, MLL CXXC-DNA inh 4%, ELG1 DNA repair 13% and a7 integrin act -8%.
`CCN1CCN(C(=S)c2ccc(SC)cc2)CC1` gave TRPV1 agonist 3, BRCA1 expr up 24%, TSG101-PTAP inh 1%, B2AR arrestin -3.5%, TCR activator -9%, p53 reactivator 1%, MLL CXXC-DNA inh -13%, ELG1 DNA repair 11% and a7 integrin act 14%.
`Cc1ccccc1OCC(=O)NN1C(=O)C2C3C=CC(O3)C2C1=O` (centres undefined) gave A-T KAP1 phos 2%, TRPV1 agonist -5, BRCA1 expr up -8%, TSG101-PTAP inh -2%, B2AR arrestin 0.4%, TCR activator -3%, p53 reactivator -2%, MLL CXXC-DNA inh 6%, ELG1 DNA repair -5% and a7 integrin act inconclusive.
`COC(=O)c1cc(C#N)c(OC(C)C)nc1C` gave A-T KAP1 phos 5%, TRPV1 agonist 1, BRCA1 expr up 4%, TSG101-PTAP inh -2%, B2AR arrestin -0.3%, TCR activator -4%, p53 reactivator 4%, MLL CXXC-DNA inh 3%, ELG1 DNA repair 12% and a7 integrin act -2%.
Screening O=C(c1cccc(C(F)(F)F)c1)N1CCN(S(=O)(=O)c2ccc(Cl)s2)CC1 returned A-T KAP1 phos 5%, TRPV1 agonist 6, BRCA1 expr up -38%, TSG101-PTAP inh -1%, B2AR arrestin -0.7%, TCR activator 4%, p53 reactivator -10%, MLL CXXC-DNA inh 6%, ELG1 DNA repair -3% and a7 integrin act 6%.
COC(=O)c1cc(S(=O)(=O)Nc2nn(C)c3ccccc23)oc1C was read as A-T KAP1 phos 1%, TRPV1 agonist -1, BRCA1 expr up -5%, TSG101-PTAP inh 0%, B2AR arrestin -0.7%, TCR activator 1%, p53 reactivator -3%, MLL CXXC-DNA inh 5%, ELG1 DNA repair -4% and a7 integrin act -17%.
Screening CN1C(=O)/C(=C\c2ccco2)N=C1c1ccc(Cl)cc1Cl returned A-T KAP1 phos -3%, TRPV1 agonist 17, BRCA1 expr up -3%, TSG101-PTAP inh -4%, B2AR arrestin -0.4%, TCR activator 1%, p53 reactivator 0%, MLL CXXC-DNA inh -3%, ELG1 DNA repair 4% and a7 integrin act 5%.
Screening CCOC(=O)c1c(CNc2ccncc2)n(C)c2cc(Br)c(O)cc12 returned A-T KAP1 phos -6%, TRPV1 agonist 1, BRCA1 expr up 4%, TSG101-PTAP inh -2%, B2AR arrestin -0.1%, TCR activator 1%, p53 reactivator 1%, MLL CXXC-DNA inh 19%, ELG1 DNA repair -2% and a7 integrin act 18%.
For Nn1c(SCC(=O)NC2CCCCC2)nnc1-c1ccccc1 the results were A-T KAP1 phos 5%, TRPV1 agonist -1, BRCA1 expr up 45%, TSG101-PTAP inh -2%, B2AR arrestin 0.0%, TCR activator 7%, p53 reactivator 5%, MLL CXXC-DNA inh -2%, ELG1 DNA repair -5% and a7 integrin act -2%.
Screening S=C(N/N=C/c1ccccc1Cl)Nc1cccc(Cl)c1Cl returned A-T KAP1 phos -2%, TRPV1 agonist 4, BRCA1 expr up -32%, TSG101-PTAP inh -1%, B2AR arrestin -0.6%, TCR activator 1%, p53 reactivator 4%, MLL CXXC-DNA inh 0%, ELG1 DNA repair -3% and a7 integrin act -54%[inhibitor].
Screening Cc1cc(C(F)(F)F)c2c(C)nn(-c3ccccc3)c2n1 returned BRCA1 expr up -6%, TSG101-PTAP inh -1%, TCR activator 8% and a7 integrin act 25%.
`CCN(C(=O)CSc1nnc(Nc2ccc(OC)cc2)s1)C1CCS(=O)(=O)C1` (centres undefined) gave A-T KAP1 phos 8%, BRCA1 expr up 54%, TSG101-PTAP inh 0%, B2AR arrestin -0.5%, TCR activator -1%[46.1 µM], p53 reactivator inconclusive, ELG1 DNA repair inconclusive and a7 integrin act 1%.
`CC1CCCCC1NC(=O)c1cc(S(=O)(=O)N2CCOCC2)ccc1Cl` (centres undefined) gave A-T KAP1 phos 7%, BRCA1 expr up -13%, TSG101-PTAP inh 2%, B2AR arrestin 0.3%, TCR activator 1%[46.1 µM], p53 reactivator 10%, ELG1 DNA repair -6% and a7 integrin act -31%.
For Cc1ccc(OCC(=O)N/N=C/c2ccncc2)cc1C the results were A-T KAP1 phos 3%, TRPV1 agonist inconclusive, BRCA1 expr up 2%, TSG101-PTAP inh -3%, B2AR arrestin 8.5%, TCR activator 4%, p53 reactivator -5%, MLL CXXC-DNA inh -3%, ELG1 DNA repair 3% and a7 integrin act -14%.
C/C(CC(=O)Nc1ccc(C)c(Cl)c1)=N\NC(=O)C1CCCCC1 was read as A-T KAP1 phos 6%, TRPV1 agonist -3, BRCA1 expr up 14%, TSG101-PTAP inh -10%, B2AR arrestin -0.3%, TCR activator 3%, p53 reactivator 0%, MLL CXXC-DNA inh -5%, ELG1 DNA repair -3% and a7 integrin act -5%.
`COCCN(Cc1ccccc1)C(=O)c1cccc(S(=O)(=O)N2CCN(c3ccccc3)CC2)c1` gave A-T KAP1 phos 0%, TRPV1 agonist inconclusive, BRCA1 expr up -31%, TSG101-PTAP inh 2%, B2AR arrestin 0.1%, TCR activator -4%, p53 reactivator -1%, ELG1 DNA repair 15µM* and a7 integrin act -33%.
Cc1ccc(N2CC(C(=O)NCCS(=O)(=O)N3CCN(c4ccccc4F)CC3)CC2=O)cc1 (centres undefined) was read as A-T KAP1 phos 1%, TRPV1 agonist -3, BRCA1 expr up -6%, TSG101-PTAP inh -2%, B2AR arrestin -0.5%, TCR activator 5%, p53 reactivator 3%, MLL CXXC-DNA inh 9%, ELG1 DNA repair 4% and a7 integrin act 4%.
CC(NC(=O)Nc1ccc(Cl)cc1)c1ccc2c(c1)OCO2 (centres undefined) was read as A-T KAP1 phos -16%, TRPV1 agonist inconclusive, BRCA1 expr up 7%, TSG101-PTAP inh 1%, B2AR arrestin 0.2%, TCR activator 2%, p53 reactivator -13%, MLL CXXC-DNA inh -1%, ELG1 DNA repair 12% and a7 integrin act 27%.
`CN1CCN(/C(=N\S(=O)(=O)c2ccc(F)cc2)c2ccccc2)CC1` gave TRPV1 agonist -2, BRCA1 expr up -14%, TSG101-PTAP inh 3%, TCR activator 1%, MLL CXXC-DNA inh 4% and a7 integrin act -44%.
CN(CC(=O)NCCCN1CCOCC1)S(=O)(=O)c1cc(Cl)ccc1Cl was read as A-T KAP1 phos 11%, TRPV1 agonist -1, BRCA1 expr up -8%, TSG101-PTAP inh 0%, B2AR arrestin -0.1%, TCR activator -1%, p53 reactivator -3%, MLL CXXC-DNA inh -2%, ELG1 DNA repair 7% and a7 integrin act -23%.
For O=C1c2ccccc2NC(c2cccc(F)c2)N1Cc1ccccc1 (centres undefined) the results were A-T KAP1 phos -3%, TRPV1 agonist 2, BRCA1 expr up -14%, TSG101-PTAP inh -5%, B2AR arrestin -0.8%, TCR activator -4%, p53 reactivator -6%, MLL CXXC-DNA inh 2%, ELG1 DNA repair -25% and a7 integrin act 7%.
For CC1Oc2ccccc2N(CC(=O)NCCN2CCOCC2)C1=O (centres undefined) the results were A-T KAP1 phos 6%, TRPV1 agonist -2, BRCA1 expr up 1%, TSG101-PTAP inh -4%, B2AR arrestin -0.3%, TCR activator 4%, p53 reactivator 0%, MLL CXXC-DNA inh 22%, ELG1 DNA repair -2% and a7 integrin act 28%.
